# Screens (PubChem)
# p53ts 39C kill – qHTS Screen for Compounds that Selectively Target Cancer Cells with p53 Mutations: Cytotoxicity of p53ts Cells at the Nonpermissive Temperature. H1299-p53A138V viability at 39C, ATP luminescence, 24 h. Potency, µM (doses to about 46.1 µM), for the others: at the highest dose activity change, negative = cell killing, actives largely listed as cytotoxic. actives 1.5% (n = 130,000). AID 902, 2007; also: nearly all actives have a fitted effect of over 55% in size
# p53ts 32C kill – qHTS Screen for Compounds that Selectively Target Cancer Cells with p53 Mutations: Cytotoxicity of p53ts Cells at the Permissive Temperature; H1299-p53A138V at 32C, ATP luminescence viability, 24 h; Potency, µM (top dose mostly 46.1 µM), without a hit: at the top dose activity change, negative = cytotoxicity, most hits filed as cytotoxic; actives 0.93% (n = 130,000); AID 924, 2007;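 also: 0% = DMSO and -100% = full killing by reference compound; nearly all actives have a fitted effect of over 55% in size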
#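 H1299-p53 A138V cells (temperature-sensitive p53) exposed 24 h to up to 46 uM compound at 32C, where p53 is wild-type in conformation. Viability read as ATP luminescence and normalised to DMSO and 100 uM tamoxifen. AC50 fitted with the Hill equation.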
# IkB sig inh – IkB Signaling. AID 445, 2006. ABC-DLBCL IkBa-CBG/CBR dual luciferase ratio, 4 h; response scale: scaled: untreated 0%, proteasome inhibitor 100%. Potency, µM (top dose mostly 57.1 µM), inactives show at the top dose IkBa stabilization activation. actives 0.04% (n = 110,000); active = well fitted curve in the direction sought with a large enough effect in the signal ratio, not every such curve was filed as active; inconclusive = small, poorly fitted or top-dose-only effect, or a change in a side signal; the % refers to the signal ratio;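 also: the direction sought is a rising ratio; 0% = basal untreated cells and 100% = reference inhibitor full response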
#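 In this assay, an IκBα–CBG68 fusion accumulates when IKK-driven degradation is blocked; native CBR normalizes for cell number. OCI-Ly3 cells were treated 4 h with compound and doxycycline, then green and red light read after Chroma-Glo addition.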
# Imprint erasure – qHTS Assay for Compounds that Induce Erasure of Genomic Imprints; mouse ES Peg3-LacZ reporter, beta-gal luminescence, 40 h; Potency, µM (highest dose often 60.7 µM), for the others: at the top dose activity change, positive = activation, hits mostly activators; actives 0.02% (n = 110,000);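 also: 0% = negative control wells on the plate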
#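 Imprint erasure is scored as LacZ activity from the silenced maternal Peg3 allele in feeder-free female ES cells cultured 40 h with LIF. Luminescence is normalized to in-plate negative controls and fitted to the Hill equation.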
# Active calls of the source: *; ? = inconclusive; / = no result given; [ ] = another dose, or the depositor's remark. Unless noted, calls follow the shape of the dose curve; as a rule, active = well fitted curve in the direction sought with a large enough effect; inconclusive = small, poorly fitted or top-dose-only effect, or another doubt; inactive = no such curve, though single readings can be large; an effect the other way counts as inactive or inconclusive. Unless noted, % is scaled to controls: 0 for no effect and ±100 for the full control effect; potency is read from the fitted curve at half-maximal effect.
SMILES,p53ts 39C kill,p53ts 32C kill,IkB sig inh,Imprint erasure
CC(C)N1C(=O)c2ccc(C(=O)O)cc2C1=O,7.6%,4.8%,2.3%,12.6%
COc1ccc(CCNS(=O)(=O)c2c(C)nc3sccn3c2=O)cc1OC,-5.1%,3.6%,-0.2%,19.5%[10.9 µM]
CCc1nnc(NC(=O)C(=O)c2cc(C)n(-c3ccccc3)c2C)s1,32.9%[activator],2.4%,0.8%,-7.4%[10.9 µM]
CSc1ccc(CCNC(=O)C(C)n2nc(C)c3sc4ccccc4c3c2=O)cc1 (configuration not stated),10µM*,10µM*,-3.3%,-34.2%[inhibitor][10.9 µM]
CCN(CC)Cc1cc(Nc2ccnc3cc(Cl)ccc23)ccc1O,-4.8%[20.6 µM],-15.1%[20.6 µM],1.0%[25.6 µM],-0.6%[16.8 µM]
CC(C)N(Cc1nc(-c2ccc(Cl)cc2)no1)C(=O)CN(C)S(=O)(=O)c1ccc(Cl)cc1,10.1%,11.9%,0.4%,6.0%
CCn1c(CSc2nncn2-c2ccc(OC)cc2)nc2cc(S(=O)(=O)N(C)C)ccc21,2.6%,-4.6%,-0.3%,-8.9%
Cc1ccccc1S(=O)(=O)Cc1ccc(C(=O)NCc2cccnc2)o1,0.8%,7.0%,0.1%,-12.9%
CCCOc1ccc(NC(=O)C2CC(=O)N3CCCN=C3S2)cc1 (configuration not stated),-9.5%,-9.8%,2.3%,-15.0%
CCCOc1cc(C)c(S(=O)(=O)NCCOC)cc1C,3.1%,10.5%,-1.2%,-12.2%
Cc1oc2ncn(C)c(=O)c2c1C(=O)N1CCN(c2ccc(Cl)cc2)CC1,-19.1%,-5.1%,-0.8%,10.1%[10.9 µM]
Cc1ccc(NC(=O)CSc2nc3nc(C)cc(C)c3c(=O)[nH]2)cc1,-2.4%,-9.6%,8.0%,/
CCOC(=O)c1cnc2ccccc2c1Nc1ccc(N2CCOCC2)cc1,-14.4%,-5.2%,-1.6%,-12.5%[10.9 µM]
COc1cccc(C2=CC(c3ccccc3F)n3ncc(C(=O)Nc4ccc(C)cc4)c3N2)c1 (configuration not stated),47.5%[activator],19.8%,?,-16.3%[10.9 µM]
COC(=O)c1ccccc1NC(=O)C1CCN(C(=O)N2CC(C)Oc3ccccc32)CC1 (configuration not stated),-7.8%,-5.5%,-0.4%,-6.3%[10.9 µM]
O=C(c1csc2c1CCCCC2)N1CCN(c2ncccn2)CC1,1.0%,-3.1%,1.4%,-11.0%
Cc1ccc(NC(=O)C(=O)NCC(c2ccc3c(c2)OCO3)N2CCN(c3ccccc3)CC2)cc1 (configuration not stated),-8.0%,5.8%,?,9.7%[10.9 µM]
CCCNC(=O)C(Cc1ccccc1)NS(=O)(=O)c1ccc2c(c1)c(=O)n(C)c(=O)n2C (configuration not stated),12.3%,-0.1%,?,-9.3%[10.9 µM]
Cc1nc(NC(=O)CSc2nc3cccnc3n2Cc2ccccc2)sc1C,-28.3%,-20.1%,1.9%,-17.2%
CCOc1ccc(N2CC(NC(=O)Cc3ccccc3)CC2=O)cc1 (configuration not stated),-12.5%,4.6%,-0.2%,-9.7%[10.9 µM]
CCC(=O)N1c2ccccc2CC1C(=O)NCc1ccccc1Cl (configuration not stated),-15.5%,-2.8%,1.9%,-1.1%[10.9 µM]
Cc1cc(C)cc(-n2ccnc2SCC(=O)Nc2nc3ccccc3s2)c1,-21.2%,-6.6%,-1.3%,?
COC(=O)c1ccc(Nc2nc(C)cc(=O)[nH]2)cc1,-9.5%,-0.1%,-6.2%,-12.2%
Cc1ccc(C(=O)C2=C(O)C(=O)N(Cc3ccccc3)C2c2cccnc2)o1 (configuration not stated),7.5%,2.3%,-0.7%,-10.7%
CC(=O)N1CCCc2cc(S(=O)(=O)N3CCCC(C(=O)Nc4ccc(C)c(C)c4)C3)ccc21 (configuration not stated),-0.3%,8.8%,?,?
Cc1ccccc1NC(=O)CSc1nnc(-c2ccoc2C)n1CCc1ccccc1,7.5%,6.6%,?,-16.2%
O=C(c1cnccn1)N1CCC2(CC1)CCN(c1ccccc1)CC2,-8.3%,0.7%,-0.6%[11.4 µM],/
CSc1ccc(CNC(=O)Cc2csc3ccccc23)cc1,-16.5%,-11.7%,?,6.7%[10.9 µM]
CC1Cc2cc(S(=O)(=O)CCC(=O)Nc3ccccc3F)ccc2N1C(=O)C1CC1 (configuration not stated),-20.2%,4.4%,0.3%,-1.5%[10.9 µM]
O=C(Nc1nc(-c2ccc(Cl)s2)cs1)c1ccncc1,-13.8%,-11.6%,0.5%,-16.2%
COc1ccc(CCNS(=O)(=O)c2ccc3c(c2)CCN3C(=O)C2CC2)cc1OC,-0.4%,3.5%,0.8%,-20.5%
O=C(O)C1CCCCC1C(=O)Nc1ccc(Cl)cc1Cl (configuration not stated),0.1%,-10.2%,2.7%,-10.0%
O=C(c1ccc2c(c1)N(Cc1cccc(Cl)c1)C(=O)c1ccccc1S2(=O)=O)N1CCCCC1,10.9%,32.4%[activator],0.4%,-17.4%[10.9 µM]
CCOC(=O)NC1(NCc2ccccc2)Oc2ccccc2O1,-4.7%,4.3%,0.6%,12.1%
CCN(CC)C(=O)Cn1c(=O)n(-c2ccc(C)c(C)c2)c(=O)c2c3c(sc21)CCCCC3,9.6%,5.9%,-0.3%,-5.5%[10.9 µM]
COc1ccc(CC(=O)Nc2nc3c(s2)CC(C)CC3)cc1 (configuration not stated),5.5%,3.3%,?,-11.8%[10.9 µM]
CCCNC(=O)Cn1cnc2sc(C(=O)NCCN(CC)CC)c(C)c2c1=O,1.9%,-11.9%,0.3%,3.6%
Cc1ccc(N2CC(NC(=O)C3CCCC3)CC2=O)cc1C (configuration not stated),4.0%,6.6%,?,28.9%[10.9 µM]
CCOC(=O)c1cc(-c2cc3ccccc3o2)nc2c1c(=O)[nH]c(=O)n2CCOC,1.8%,-6.2%,0.4%,-8.0%
Cc1ccc2c(c1)c1c3n2CCN(C(=O)c2cccc(C(F)(F)F)c2)C3CCC1 (configuration not stated),-6.1%,2.9%,-0.3%,2.8%[10.9 µM]
CCc1ccc(NC(=O)CCn2c(=O)c3cccn3c3ccccc32)cc1,?,-6.3%,-0.4%,-6.3%[10.9 µM]
CCCC(=O)Nc1ccc(NC(=O)c2ccco2)c(OC)c1,-28.3%,-22.8%,-2.5%,-4.7%
N#CC(C(=O)c1ccco1)c1ccccn1 (configuration not stated),-24.7%,-10.3%,0.2%,-24.0%
O=C(Oc1cccc2c(O)cccc12)c1ccccc1,4.6%,2.5%,-8.9%,2.3%
COc1ncnc2sc3c(c12)CCCC3,2.3%,-1.7%,/,/
COc1cc2c(cc1OC)CN(C(=O)NS(=O)(=O)c1ccc(C)cc1)CC2,4.6%,10.0%,-3.0%,-20.7%
Cn1nc(CC(=O)Nc2cccnc2N2CCOCC2)c2ccccc2c1=O,-0.2%,-2.2%,0.0%,-10.4%
O=C(c1oc(=O)c2ccccc2c1-c1ccccc1)N1CCOCC1,-2.3%,3.7%,-1.9%,-5.7%
O=C(NCCCN1CCCC1=O)Nc1ccc(Cl)cc1,-2.2%,-6.9%,0.2%,-6.7%
COc1cccc(S(=O)(=O)Nc2ccc(C(=O)N3CCN(C(=O)c4ccco4)CC3)cc2)c1,3.7%,-3.3%,2.6%,-11.1%
CCn1c(CNC(=O)c2ccc(OC)cc2)nnc1SCC(=O)Nc1ccc(F)cc1,9.3%,0.4%,1.0%,-7.2%[10.9 µM]
COc1ccc(C2(O)CCN(CC(=O)Nc3nccs3)CC2)c(OC)c1,-1.8%,9.9%,0.6%,-13.3%
O=C(NCCc1ccccc1)c1ncn[nH]1,7.1%,2.1%,0.5%,-24.6%
N=c1n(Cc2ccccc2)c2ccccc2n1CC(O)c1ccccc1 (configuration not stated),9.2%,5.4%,-3.3%,-12.2%
CCC(C)NC(=O)Cn1c(=O)n(-c2ccc(C)cc2)c(=O)c2ccccc21 (configuration not stated),-2.6%,5.5%,2.0%,7.9%[10.9 µM]
Cc1cc(C)n(C(=O)c2nn(C)c(C)c2[N+](=O)[O-])n1,38.2%,0.3%,/,/
CC1(C)c2ccccc2N2CC(=O)N(CC(N)=O)C21C (configuration not stated),-13.2%,-8.2%,-0.7%,-1.3%
O=C(Cn1ccc2ccccc2c1=O)NCCC(=O)N1CCN(C2CCCCC2)CC1,4.5%,-5.2%,0.9%,8.0%
COC(=O)c1nnn(CC(=O)Nc2c(C)cccc2C)c1N,10.6%,-0.2%,3.7%,-5.0%[10.9 µM]
COc1ccc(C(=O)NCc2nnc(SCC(=O)N3CCCCC3)o2)cc1OC,-1.1%,-4.3%,-1.9%,7.3%
# (more compounds)
SMILES,p53ts 39C kill,p53ts 32C kill,IkB sig inh,Imprint erasure
Cc1c(C(=O)NCCc2ccc(Cl)cc2)sc2nc3n(c(=O)c12)CCCC3,-3.6%,2.8%,2.8%,-17.5%[10.9 µM]
CN1CCN(C(=O)Nc2cccc(Cl)c2)c2cccnc21,31.4%[activator],-2.0%,-1.3%,26.2%[10.9 µM]
Cc1ccc(-n2c(=O)c3c(C)c(C)sc3n(CC(=O)NCc3ccccc3)c2=O)cc1C,?,-1.2%,1.6%,-11.1%[10.9 µM]
O=C1CC(N2CCC(O)CC2)C(=O)N1c1ccc(Br)cc1 (configuration not stated),7.1%,0.3%,2.0%,14.6%
COc1cccc2cc(-c3nc4ccc(C)cc4[nH]3)c(=O)oc12,?,?,1.2%,-26.8%[10.9 µM]
Cc1cc(C)c2nc(C)cc(Nc3cccc(C(=O)O)c3)c2c1,5.8%,-8.4%,-3.2%,-11.5%[10.9 µM]
Oc1ccc(Cl)cc1/C=N/c1nc2ccccc2[nH]1,-7.1%,-13.6%,?,-26.2%
O=C(NCC1CCCO1)c1cc2n(n1)C(C(F)(F)F)CC(c1ccc(F)cc1)N2 (configuration not stated),-1.0%,3.6%,-0.7%,-13.5%
Cn1c(=N)c(S(=O)(=O)c2ccc(F)cc2)cc2c(=O)n3ccccc3nc21,9.0%,4.5%,2.3%,-2.9%
CCN(CCCNC(=O)CC(C(=O)N1CCc2ccccc21)n1ccnc1)c1ccccc1 (configuration not stated),-1.1%,1.0%,3.6%,-13.1%
COc1ccc(OCC(=O)OCc2cc(=O)n3cc(C)sc3n2)cc1,0.3%,-5.2%,-3.0%,-6.4%[10.9 µM]
Cc1ccc(C)c(-n2nnc(-c3nc(-c4ccc(Cl)cc4)no3)c2N)c1,?,8.4%,-1.9%,-10.6%[10.9 µM]
Cc1cc(C)cc(NC(=O)c2cc3c(=O)n(Cc4ccco4)ccc3nc2C)c1,-21.4%,-4.7%,?,-6.4%[10.9 µM]
CS(=O)(=O)Nc1cccc(-c2cncnc2-n2ccnc2)c1,-4.4%,-2.1%,-1.8%[11.4 µM],?
O=C(NCc1ccco1)c1ccc(CS(=O)(=O)Cc2ccc(F)cc2)o1,-6.9%,-1.7%,0.0%,-1.4%
O=C(c1cnn2c(C(F)(F)F)cc(-c3ccc4c(c3)OCO4)nc12)N1CCCCC1,-3.6%,5.4%,0.3%,4.5%
CCCCOC(=O)CSc1nc2c(c(=O)[nH]c(=O)n2C)n1C/C=C(\C)Cl,9.4%,8.8%,-0.7%,-5.2%
O=C(/C=C/c1ccccc1)Nc1nc2n(n1)C(c1ccc(Cl)cc1)C=C(c1ccccc1)N2 (configuration not stated),1.1%,18.2%,?,-10.5%[10.9 µM]
CC(NS(=O)(=O)c1ccc(Cl)cc1)C(c1cccs1)N1CCN(C)CC1 (configuration not stated),-14.5%,-16.6%,0.8%,-12.0%
CN(C)c1cccc(C(=O)Nc2ccc(-c3nc4ccccc4s3)cc2)c1,?,?,4.4%,-27.9%[10.9 µM]

# Whole records, looked up by structure. Order of screens: p53ts 39C kill, p53ts 32C kill, IkB sig inh, Imprint erasure
# Profile of O=C(/C=C/c1ccccc1)Nc1nc2n(n1)C(c1ccc(Cl)cc1)C=C(c1ccccc1)N2 (configuration not stated) = 1.1%, 18.2%, ?, -10.5%[10.9 µM]
# Profile of CCCCOC(=O)CSc1nc2c(c(=O)[nH]c(=O)n2C)n1C/C=C(\C)Cl = 9.4%, 8.8%, -0.7%, -5.2%
# Profile of CN(C)c1cccc(C(=O)Nc2ccc(-c3nc4ccccc4s3)cc2)c1 = ?, ?, 4.4%, -27.9%[10.9 µM]
